Bioassay records as filed in PubChem BioAssay.
CHT PAM – human CHT allosteric activation; Q9GZV3; CHT-expressing cells, membrane potential dye, choline EC20; hits give high values; LV-AA mutant CHT in HEK293 cells; actives 0.49% (n = 310,000); B-score at 10 µM;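 active = initial fluorescence not abnormally high and integrated response B-score, plate-corrected, over 3 SD above library mean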
Target sequence (Q9GZV3 whole entry, looked up): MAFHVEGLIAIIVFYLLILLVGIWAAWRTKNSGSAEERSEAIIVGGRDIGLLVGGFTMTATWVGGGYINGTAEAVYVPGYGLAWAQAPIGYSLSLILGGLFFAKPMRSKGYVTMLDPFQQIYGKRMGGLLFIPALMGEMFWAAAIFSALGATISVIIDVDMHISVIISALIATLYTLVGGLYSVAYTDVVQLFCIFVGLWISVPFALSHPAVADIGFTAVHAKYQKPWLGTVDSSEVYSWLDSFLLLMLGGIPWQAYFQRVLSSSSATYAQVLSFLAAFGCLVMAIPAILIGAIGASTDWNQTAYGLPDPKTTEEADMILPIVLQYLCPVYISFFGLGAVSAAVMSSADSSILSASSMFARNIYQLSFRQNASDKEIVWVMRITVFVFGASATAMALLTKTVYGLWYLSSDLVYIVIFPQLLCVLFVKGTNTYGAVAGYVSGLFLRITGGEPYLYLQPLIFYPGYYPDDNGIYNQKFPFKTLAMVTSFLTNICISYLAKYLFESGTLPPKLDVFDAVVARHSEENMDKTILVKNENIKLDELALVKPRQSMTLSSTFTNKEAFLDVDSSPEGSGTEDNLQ
OX1R antagonist – blocks the human orexin 1 receptor | actives 0.43% (n = 330,000) | inhibition, % at 5 µM | AID 434989 | CHO/OX1R cells, Fluo-8 calcium fluorescence, orexin A;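 active = inhibition above its plate's threshold, mean inhibition of all tested compounds on the plate plus 3 SD, cut at about 37% in these data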;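 also: 0% = orexin A challenge wells and 100% = SB-334867-A antagonist wells; not every result past the cut was called active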
Target sequence (O43613 whole entry, looked up): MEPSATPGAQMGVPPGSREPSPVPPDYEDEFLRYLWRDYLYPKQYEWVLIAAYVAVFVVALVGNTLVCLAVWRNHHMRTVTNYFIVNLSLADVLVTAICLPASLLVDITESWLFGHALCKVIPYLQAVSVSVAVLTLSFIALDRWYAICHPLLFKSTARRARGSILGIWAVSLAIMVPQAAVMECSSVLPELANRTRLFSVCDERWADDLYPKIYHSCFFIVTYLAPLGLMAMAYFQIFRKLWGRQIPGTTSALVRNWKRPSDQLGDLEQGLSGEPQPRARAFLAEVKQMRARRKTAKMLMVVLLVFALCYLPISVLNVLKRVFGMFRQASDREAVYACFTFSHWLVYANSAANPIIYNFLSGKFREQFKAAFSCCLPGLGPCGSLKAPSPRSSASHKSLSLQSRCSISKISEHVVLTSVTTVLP
The depositor's hits bear a star; i = inactive; x = not tested or not shown; & = joins results of further samples.

SMILES	CHT PAM	OX1R antagonist
O=C(O)CCC(=O)Nc1ccc(OCC(=O)O)cc1	i	-13.4
Cc1ccc(-c2nn(C)c(=O)c3ccccc23)cc1S(=O)(=O)N1CCOCC1	i	-12.7
COC(=O)c1c(C)[nH]c(O)c1C=Nc1ccc(C#N)cc1	i	-2.9
Cc1nc2ccccc2n1S(=O)(=O)c1ccc(S(=O)(=O)N2CCCCCC2)cc1	i	1.0
CCC(=O)Nc1ccc2c(c1)ncn2-c1ccccc1	i	-3.3
COCCNS(=O)(=O)c1ccc(-c2ccc(S(=O)(=O)NCCOC)cc2)cc1	i	6.7
Cc1nn(S(=O)(=O)c2ccc(Cl)cc2)c(C)c1Sc1ccc([N+](=O)[O-])cc1	i	-15.5
Cc1ccc(CNC(=O)CCCNS(=O)(=O)c2cccc3nonc23)cc1	i	-32.8
CCOC(=O)N1CCN(C(=O)C2CCC(CNS(=O)(=O)c3ccccc3)CC2)CC1 (configuration not stated)	i	-9.2
O=C(NCCc1cccs1)c1ccc(Cl)c(Cl)c1	i	-20.9
Cc1ccc2[nH]c(C)c(CC(=O)NCc3ccccc3)c2c1	i	-23.1
COc1cccc(NC(=O)COC(=O)CCC(=O)c2cccs2)c1	x	-11.6
COc1ccccc1OCC(=O)Nc1ccc(S(=O)(=O)N(C)c2ccccc2)cc1	i	-0.1
Cc1nn(-c2ccccc2)c(=S)n1-c1ccccc1	i	-19.7
CCN(C(=O)C(C)Sc1ccc(S(=O)(=O)N2CCN(C)CC2)cn1)c1ccccc1 (configuration not stated)	x	1.7
CS(=O)(=O)N(CC(N)=O)Cc1ccc(Cl)cc1	i	-8.2
O=C(CN1C2CCCC1CC(NC(=O)C1CCCCC1)C2)Nc1ccccc1C(F)(F)F (configuration not stated)	i	1.5
Cc1cc2c(ncn2Cc2ccccc2)c(N)c1C	i	-17.1
CSc1nc2ccc(N3C(=O)C4CCCCC4C3=O)cc2s1 (configuration not stated)	i	-26.0
CC1(C)NC(=O)N(CCCCOc2ccc(Cl)cc2C=O)C1=O	i	-13.1
COc1ccc(C(C)=O)cc1COC(=O)c1ccc(S(=O)(=O)N2CCOCC2)cc1	i	-7.5
CCOC(=O)c1oc2c(C)c(O)ccc2c(=O)c1-c1nncn1-c1ccccc1	i	0.5
CCCOc1ccccc1C1NC(=O)NC(C)=C1C(=O)OCc1ccccc1 (configuration not stated)	i	-21.2
O=C(COc1ccc2c3c(c(=O)oc2c1)CCC3)Nc1ccc(CN2CCOCC2)cc1	i	-26.1
Cc1cc2occ(CC(=O)N(CCC(C)C)c3c(N)n(Cc4ccccc4)c(=O)[nH]c3=O)c2cc1C	i	-13.5

Grouped by structure: the entries above with a Cl atom
SMILES	CHT PAM	OX1R antagonist
Cc1nn(S(=O)(=O)c2ccc(Cl)cc2)c(C)c1Sc1ccc([N+](=O)[O-])cc1	i	-15.5
O=C(NCCc1cccs1)c1ccc(Cl)c(Cl)c1	i	-20.9
CS(=O)(=O)N(CC(N)=O)Cc1ccc(Cl)cc1	i	-8.2
CC1(C)NC(=O)N(CCCCOc2ccc(Cl)cc2C=O)C1=O	i	-13.1

The list goes on.
SMILES	CHT PAM	OX1R antagonist
Cc1ccc2c(c1)N(CC(=O)NC1CCCC1)C(=O)C(C)O2 (configuration not stated)	i	3.0
O=C(NC1CCN(Cc2ccccc2)CC1)C1CCN(S(=O)(=O)c2ccccc2)CC1	i	-15.2
O=C(O)c1ccc(NC(=S)N2CCCCC2)cc1	i	12.4
CC1(C(=O)Nc2nnc(SCc3ccccc3)s2)Cc2ccccc2C(=O)O1 (configuration not stated)	i	-19.5
CC(=O)Nc1cccc(C(=O)OCC(=O)NNC(=O)c2cccs2)c1	i	-7.6
O=C(Nc1ccc(F)cc1)c1cccc2c1C(=O)N(Cc1ccccn1)C2	i	-6.2
CCn1c(SC(C)C)nnc1-c1cc(-c2ccccc2)sc1N	i	-17.4
COc1cccc(CNC(=O)c2ccc(C)c(NC3=NC4CS(=O)(=O)CC4S3)c2)c1 (configuration not stated)	i	-13.3
COc1ccccc1/C=C/C=c1\sc2nc(=O)c(Cc3ccccc3)nn2c1=O	i	-21.6
COC(=O)c1cnc(SCc2ccc([N+](=O)[O-])cc2)n1C	i	-18.6
Cc1cc(N2CCOCC2)ccc1/C=C\[N+](=O)[O-]	i	21.4
C=CCn1c(N)c(C(=O)Nc2ccc(C)cc2)sc1=S	i	-10.6
Fc1ccccc1NC(=S)NCCc1ccccc1	i	-4.6
Cc1cc(=O)[nH]c(N/N=C/c2c(C)nn(-c3ccc(F)cc3)c2Cl)n1	i	-19.1
O=C(CSc1ccc(-c2ccc(F)cc2)nn1)NCCc1ccccc1	i	-1.6
Cc1onc(-c2ccccc2Cl)c1C(=O)N1CCN(c2nc3ccccc3s2)CC1	i	-17.8
COc1ccc(CC(=O)Nc2ccc3c(c2)CCC3)cc1S(=O)(=O)N1CCOCC1	i	-14.2
Cc1cccc(NC(=O)CN(C)C(=O)C2CC2)c1C	x	-0.3
CC(C)Cc1nnc(NC(=O)Nc2ccccc2)s1	i	-13.6
CC(=O)Nc1ccc(C(=O)NCC(c2ccco2)N(C)C)cc1 (configuration not stated)	i	-16.0
O=C(NCC(=O)N(c1ccccc1)C(C(=O)NCC1CCCO1)c1ccccc1)c1ccco1 (configuration not stated)	i	-27.5
COc1ccc(S(=O)(=O)N2CCOCC2)cc1NC(=O)COc1ccc2c(C)cc(=O)oc2c1	x	-21.3
CC(CNS(=O)(=O)c1ccccc1)Sc1nncn1C (configuration not stated)	i	-7.0
Cc1cc(C)cc(NC(=O)CN2CCN(CCN=CC3=C(O)CC(c4ccc(Cl)cc4)CC3=O)CC2)c1 (configuration not stated)	i	-47.4
CCc1ccc2c(CN3CCc4cc(OC)c(OC)cc4C3)cc(=O)oc2c1	i	-15.2

Two neighbouring entries from above:
SMILES	CHT PAM	OX1R antagonist
O=C(O)CCC(=O)Nc1ccc(OCC(=O)O)cc1	i	-13.4
Cc1ccc(-c2nn(C)c(=O)c3ccccc23)cc1S(=O)(=O)N1CCOCC1	i	-12.7

Further entries follow:
SMILES	CHT PAM	OX1R antagonist
Cc1ccc(N/N=C(\C#N)C(=O)c2ccsc2)cc1	i	-20.0
Cc1ccc(NC(=O)Cn2nnc(-c3ccc4c(c3)OCO4)n2)cc1F	i	7.7
CSCCC(NS(=O)(=O)c1cccc(C(F)(F)F)c1)C(=O)N(C)Cc1ccc2c(c1)OCCO2 (configuration not stated)	i	-9.4
CC(Oc1ccc2oc3ccccc3c2c1)C(=O)NC12CC3CC(CC(C3)C1)C2 (configuration not stated)	i	-49.9
NC(=O)c1ccc(NCCc2ccccc2)c([N+](=O)[O-])c1	i	-29.5
Cc1c(Cc2ccccc2)c(=O)oc2cc(OCC(N)=O)ccc12	i	-0.8
COc1cc(OC)cc(C(=O)NN2CCOCC2)c1	i	-5.2
COc1ccc2oc(-c3ccc(C)c(NC(=O)CSc4ccc(Cl)cc4)c3)nc2c1	i	-32.1
O=C1CCCN1CN(C(=O)c1ccccc1)c1ccccc1	i	-17.9
O=C(O)CSc1ncnc2nc[nH]c12	i	6.8
COc1ccc(C(=O)OCC(=O)NCc2cccs2)c(OC)c1OC	x	-24.2
COc1ccc(NS(=O)(=O)c2cn(C)c(=O)n(C)c2=O)cc1	i	-0.7
CSc1nnc(-c2ccccc2Cl)o1	i	-8.8
C[S+](CC[C@H](N)C(=O)O)C[C@H]1O[C@@H](n2cnc3c(N)ncnc32)[C@H](O)[C@@H]1O (some centres not stated)	i	22.4
COC(=O)c1cccc(NC(=O)CCNC(=O)c2ccc([N+](=O)[O-])cc2)c1	i	-19.7
COCC(C)n1c(SCC(=O)NC(=O)Nc2ccc3c(c2)OCCO3)nc2ccccc2c1=O (configuration not stated)	i	-6.5
CCC(C)[C@H](N)c1nnc(SCc2cccc(F)c2)o1 (some centres not stated)	i	-8.3
COC(=O)c1ccc(CSc2nnc(-c3ccc4c(c3)OCO4)n2-c2ccccc2)o1	i	-16.1
CCN(CC)S(=O)(=O)c1cccc(S(=O)(=O)N2CCCCC2)c1	i	-9.0
Cc1cccc(C(=O)NNC(=O)c2ccccc2C)c1	i	1.4
CN(C)/N=C/c1ccc(Sc2ccccc2[N+](=O)[O-])o1	i	-16.6
O=C(Nc1cccc(NC(=O)c2ccc(Br)o2)n1)c1ccc(Br)o1	i	-1.7
COc1cccc(CC(=O)Nc2cc(C(F)(F)F)ccc2N2CCCC2)c1	i	-33.4
CC1CCN(CCOCCOc2ccccc2-c2ccccc2)CC1	i	4.1
O=C(COC(=O)/C=C/c1ccc(S(=O)(=O)N2CCOCC2)cc1)NCc1ccccc1	i	-9.8

(cont.)
SMILES	CHT PAM	OX1R antagonist
CCN(CC(=O)NCc1cccs1)S(=O)(=O)c1ccccc1Cl	i	-17.0
O=C(CCc1nnc(COc2ccccc2)o1)NCc1ccccc1	i	-37.6
COc1cccc(C(=O)NCC2CCCN(C3CCCCC3)C2)c1OC (configuration not stated)	i	x
CCc1ccccc1NC(=O)N1CCC(NC(=O)C(Cc2ccccc2)NC(C)=O)CC1 (configuration not stated)	i	-17.9
COC(=O)C1CCN(C(=O)COC(=O)/C=C/c2ccc(O)c(OC)c2)CC1	x	-16.8
COc1ccccc1NC(=O)Nc1cnccn1	i	5.7
Cc1ccc(N2CC(=O)Nc3c(sc4nc(C)cc(C)c34)C2=O)cc1	i	-7.3
Cc1ccccc1Nc1nc(N)nc(COC(=O)c2cccn2C)n1	i	-20.6
CC(C)CCn1c(O)c(N=Nc2ccccn2)c2ccccc21	i	-46.8
Cc1cc(C)n(CCN(C)C(=O)CCc2nnc(CCC3CCCCC3)o2)n1	i	-17.4
COC(=O)C(C)n1cnc2c(nnn2Cc2ccc(Cl)cc2)c1=O (configuration not stated)	i	-2.8
COc1cc(NC(=O)c2cc3sccc3n2C)cc(OC)c1	i	-12.4
Cc1ccc(OCC(=O)Nc2ccc(CN3CCOCC3)cc2)cc1C	i	-24.2
COC(=O)[C@@]1(Cc2ccccc2)[C@H]2C(=O)N(Cc3ccccc3)C(=O)[C@H]2[C@H]2CN=C(SCC3CC3)N21	x	18.8
COc1ccc(C(=O)NC2CC2)cc1OC1CCN(Cc2ccc(F)cc2F)CC1	i	-15.3
CN(C)/C=C(\C=O)c1c(Cl)cccc1Cl	i	11.9
Cc1ccc2[nH]c(C(=O)Nc3ccc(F)cc3)cc2c1	i	-16.3
Cc1cc2nc(SCC(=O)Nc3nonc3C)c3c(c2cc1C)CCCC3	i	-6.7
O=C(O)c1cc(N=Cc2c(O)c3ccccc3oc2=O)ccc1O	i	x
O=C(COC(=O)C1CCCN1C(=O)c1cccs1)Nc1ccc2c(c1)OCO2 (configuration not stated)	i	-24.1
Cc1ccccc1NS(=O)(=O)c1ccc(C(=O)N2CCCCCCC2)cc1	i	-24.7
O=C(CN1CCCc2ccccc21)Nc1ccccc1[N+](=O)[O-]	i	-37.4
O=S(=O)(c1ccccc1)N1CCN(S(=O)(=O)N2CCCCC2)CC1	i	-10.8
O=C1c2ccccc2[C@@H]2C[C@@H](O)[C@H](Nc3cccc4ccccc34)CCN12	x	4.6
Cc1[nH]c2ccc(C(=O)N3CCCCC3)cc2c1C	i	-19.4

Complete entries, quoted from the list. Values in the order: CHT PAM	OX1R antagonist
`Cc1ccc2[nH]c(C(=O)Nc3ccc(F)cc3)cc2c1` in the list: i	-16.3
`Cc1ccc(N2CC(=O)Nc3c(sc4nc(C)cc(C)c34)C2=O)cc1` in the list: i	-7.3
`CCN(CC(=O)NCc1cccs1)S(=O)(=O)c1ccccc1Cl` in the list: i	-17.0
`COc1cccc(C(=O)NCC2CCCN(C3CCCCC3)C2)c1OC` (configuration not stated) in the list: i	x
`COc1cc(NC(=O)c2cc3sccc3n2C)cc(OC)c1` in the list: i	-12.4

(listing goes on)
SMILES	CHT PAM	OX1R antagonist
CCCOc1ccc(S(=O)(=O)NCc2ccc(OC)cc2)cc1	i	-4.0
COc1ccc(NC(=S)c2ccc(N(C)C)cc2)cc1	i	6.8
CCCCOc1ccc(C(C)NC(=O)C2CCCN(S(=O)(=O)CC)C2)cc1 (configuration not stated)	i	-21.6
C1=CCN(Cc2ccccc2)C1	i	6.5
CC(C)(C)CC(C)(C)Nc1c(-c2ccc(O)cc2)nc2cnccn12	i	15.6
CN(C)S(=O)(=O)c1ccc(N2CCCC2)c(C(=O)Nc2ccc(N3CCOCC3)cc2)c1	i	-20.8
CC(=O)Cc1nsc(NC(=O)c2cccc(F)c2)n1	i	7.4
CC(=O)OC[C@H]1O[C@H](C/C=N/O[C@@H](C)c2cn([C@H](CO)Cc3ccccc3)nn2)C=C[C@@H]1OC(C)=O	i	-8.8
CC[C@@]12C(=O)N(c3ccccc3)C(=O)N1[C@H](c1ccc(OC)cc1)[C@@H]1C(=O)N(C(C)(C)C)C(=O)[C@@H]12	i	-17.5
CC(C)OCC(O)CN1CCN(C(c2ccccc2)c2ccccc2)CC1 (configuration not stated)	i	-17.3
COc1ccc(N(C(=O)CNC(=O)c2ccco2)C(C(=O)NC2CCCCC2)c2ccco2)cc1 (configuration not stated)	i	-17.0
COc1ccc(S(=O)(=O)N(C)CC(=O)NCCN2CCOCC2)cc1	i	-1.4
COc1ccc(-c2csc3nc(C)n(-n4cccc4)c(=O)c23)cc1	i	-16.1
CCn1cc[n+](C)c1P(c1ccccc1)c1ccccc1	i	-27.0
COc1ccccc1NC(=O)CN1CCC(c2nc3ccc(C)cc3[nH]2)CC1	i	-31.8
Cc1nc(N2CCOCC2)c2oc3ccccc3c2n1	i	-31.6
COc1cc(/C=N/NC(=O)c2ccc(=O)[nH]n2)ccc1O	i	-3.3
COC(=O)c1ccc(NS(=O)(=O)c2cc3c4c(c2)CCN4C(=O)CC3)cc1	i	-16.7
COc1ccc(CCN2C(=O)NC(NC(=O)C(C)(C)C)(C(F)(F)F)C2=O)cc1OC (configuration not stated)	i	-5.5
CCCCOc1cc(C(=O)NCCN(CC)CC)c2ccccc2n1	i	-17.1&-32.7
CC(=O)Nc1ccc(S(=O)(=O)N2CCCC2C(=O)Nc2ccc(F)cc2)cc1 (configuration not stated)	i	12.8
O=C(CNCc1ccc(Cl)cc1)Nc1ccc(C(=O)N2CCCCC2)cc1	i	-27.7
